TbREL1 inh – TbREL1 inhibition, primary screen. TbREL1 RNA ligation, FRET fluorescence. P86926. 89,000 tested, 0.49% active. inhibition, % at 9.66 µM. AID 1117264;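 active means inhibition above the mean inhibition across all screened compounds plus 3 SD, cut at about 11% in these data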;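 further: 0% = plate median of test wells and 100% = NSC42067 control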
Target sequence (P86926 whole entry, looked up): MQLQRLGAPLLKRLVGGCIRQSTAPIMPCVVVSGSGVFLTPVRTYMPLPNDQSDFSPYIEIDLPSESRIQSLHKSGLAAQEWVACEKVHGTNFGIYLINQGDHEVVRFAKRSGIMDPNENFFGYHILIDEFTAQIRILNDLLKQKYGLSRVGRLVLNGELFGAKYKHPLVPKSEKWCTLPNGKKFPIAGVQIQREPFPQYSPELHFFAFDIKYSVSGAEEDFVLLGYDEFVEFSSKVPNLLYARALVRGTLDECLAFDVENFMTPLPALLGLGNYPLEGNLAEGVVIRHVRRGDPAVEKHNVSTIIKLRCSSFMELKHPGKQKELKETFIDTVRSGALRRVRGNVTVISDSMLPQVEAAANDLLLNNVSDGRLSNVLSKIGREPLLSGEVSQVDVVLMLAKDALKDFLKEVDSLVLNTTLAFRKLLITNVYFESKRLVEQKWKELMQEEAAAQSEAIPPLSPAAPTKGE
Numbers without * were called inactive. Only part of the results is shown. The share of hits here may be higher or lower than overall.

compound	TbREL1 inh
COc1cccc(N2CC(O)Cn3c2nc2c3c(=O)n(CCCc3ccccc3)c(=O)n2C)c1 (stereo not given)	-1.8
COC(=O)[C@]12C[C@H](CC(=O)N3CCC(c4ccccc4)CC3)C(=O)N(CCc3ccc(OC)c(OC)c3)C1=C[C@H](COCc1ccccc1)O[C@@H]2C	5.7
Clc1ccccc1COc1ccccc1-c1nnco1	-1.9
O=C(COC(=O)COc1ccccc1[N+](=O)[O-])Nc1ccc(S(=O)(=O)N2CCCCC2)cc1	-3.1
CC[C@H]1C(O)C[C@H]2CCN3C(=O)CCC[C@H]1[C@H]23 (stereo not given in full)	0.2
O=C(OCc1cn(-c2ccc(Cl)c(Cl)c2)nn1)c1ccccc1	1.1
Cc1ccc(S(=O)(=O)N2CCC(C(=O)OC(C)C(=O)NC3CCCCC3C)CC2)cc1C (stereo not given)	-1.4
C=CCn1c(SCC(=O)N2CCOCC2)nc2sc3c(c2c1=O)CCCC3	-1.5
O=C1c2ccccc2-c2cc(Br)ccc2NC1O (stereo not given)	0.8
C/C(CC(=O)Nc1cc(C)ccn1)=N\NC(=O)c1cccc(F)c1	0.8
COCC(C)n1c(C)cc(C(=O)CSc2nnnn2-c2ccc(O)cc2)c1C (stereo not given)	-2.4
CCc1ccc(NC(=O)N(CCN2CCOCC2)Cc2ccc3c(c2)CCCN3CC)cc1	-8.5
OCC1(c2cc(C(F)(F)F)n[nH]2)CCCCC1	4.6
COc1ccccc1S(=O)(=O)N(C)C[C@H]1Oc2ncc(Br)cc2C(=O)N([C@H](C)CO)C[C@H]1C	-2.5
O=C(C1CCCN(c2nnc(-n3cccc3)s2)C1)N1CCN(c2ccccc2)CC1 (stereo not given)	-1.8
CC(C)COCC(O)CCC(=O)NNC(=S)Nc1ccccc1 (stereo not given)	-7.3
O=C(NCCc1ccc(Cl)cc1)c1nnc(Cc2ccc(Cl)cc2)o1	-2.5
O=C1CC(NS(=O)(=O)c2cccnc2)CN1c1cccc(F)c1 (stereo not given)	4.3
CCOc1ccc(S(=O)(=O)N(CC)CC(=O)NCc2ccco2)cc1C	3.5
Oc1ccc(-c2[nH]nc(-c3ccccc3)c2-c2nc3ccccc3[nH]2)cc1	7.0
CCn1cc(-c2csc(N)n2)c(C)n1	-2.1
COc1ccc(C(C#N)Nc2ccc(C)cc2)cc1 (stereo not given)	-2.2
COc1ccc(S(=O)(=O)N2CCN(C/C=C/c3ccccc3)CC2)cc1NC(C)=O	-1.3
CN1CCN(P(=O)(c2ccccc2)c2nc3ccccc3s2)CC1 (stereo not given)	-0.9
CSc1cccc(NC(=O)c2[nH]c(C)c(C(C)=O)c2C)c1	5.2
CC1=C(C(=O)OCc2ccccc2)C(c2ccc([N+](=O)[O-])cc2)NC(=O)N1CCCC(=O)O (stereo not given)	-2.4
NC(N)=Nc1nc(CCN2C(=O)c3ccccc3C2=O)cs1	6.2
Cn1c(Cl)cnc1C(O)(c1ccccc1)c1ccccc1	0.4
CCOc1cc(N2CCOCC2)c(OCC)cc1NS(=O)(=O)c1ccc2c(c1)CC(=O)N2	-4.5
O=C(CSc1nnc2ccccn12)NCCN1C(=O)CSC1=O	-1.3

The list goes on:
compound	TbREL1 inh
O=C(CCN1C(=O)C2CC=C(Cl)CC2C1=O)N1CCCCC1 (stereo not given)	-2.2
CCN(c1ccccc1)S(=O)(=O)c1ccc(C(=O)Nc2cccc(C)n2)cc1	3.8
CCN1CCN(C(c2ccccc2F)c2nnnn2Cc2ccc3c(c2)OCO3)CC1 (stereo not given)	-0.9
COC(=O)C1=C(C)N(C)C(=NCc2ccccc2C(F)(F)F)NC1c1ccc(Cl)cc1 (stereo not given)	12.8*
CCO[C@@H]1OC(C(=O)NCc2nc3ccccc3[nH]2)=C[C@H](C2CCCCC2)[C@H]1CCCO	-2.5
CC(=O)OCC(OC(C)=O)C(OC(C)=O)C(OC(C)=O)C(=O)Nc1ccccc1C (stereo not given)	0.5
O=C(CCNC(=O)c1ccco1)Nc1cccc(C(F)(F)F)c1	0.4
CC(=O)c1ccc(N2CCN(C(=O)c3ccco3)CC2)c(F)c1	0.1
NC(=O)CCn1nc(-c2ccc(Cl)cc2)c2ccccc2c1=O	6.2
CCOc1cccc2sc(NC(=O)c3ccc(Br)s3)nc12	3.5
Cc1cc(C)n(-c2ccc(C(=O)Nc3sccc3C(N)=O)cc2)n1	2.0
Cc1ccc(-c2n[nH]c(=O)c3ccccc23)cc1N	3.5
CC(C)n1nnnc1C1c2ccccc2OCC(=O)N1Cc1cccc(C(F)(F)F)c1 (stereo not given)	1.7
O=[N+]([O-])c1cccc(COc2cccc(CN3CCCC3)c2)c1	3.8
CCCCn1c(N)c(N(CC(C)C)C(=O)c2cc(Br)c(Br)s2)c(=O)[nH]c1=O	2.8
CCOCCC(=O)Nc1ccc2c(c1)c(=O)n(C)n2-c1ccccc1F	-1.6
CCCCC[C@@H](C)N1C[C@@H](COCc2ccccc2)Oc2cc(N3CCC[C@@H]3CO)ccc2S1(=O)=O	-1.2
C=C1CCN(c2ccc(C(=O)NCc3ccccc3)cc2[N+](=O)[O-])CC1	1.8
CSC(=NC#N)N1CCN(c2cccc(Cl)c2)CC1	-0.4
COc1cc(C(=O)O)ccc1Cl	1.4
CC(C)(C)c1ccc(C(=O)CS(=O)(=O)c2ccccc2)cc1	-2.2
CC1CCCN(C(=O)c2ccc3c(=O)n(Cc4ccc5c(c4)OCO5)c(=S)[nH]c3c2)C1 (stereo not given)	-2.2
Cc1cc(C)cc(NC(=O)CSc2ccc(-c3ccco3)nn2)c1	0.9
COc1ccc(C)cc1S(=O)(=O)N1CC(C)OC(C)C1 (stereo not given)	1.9
NC(=O)C1=CN(Cc2ccc(Cl)cc2)CCC1C(F)(F)F (stereo not given)	-6.2
COc1c(C)cccc1C(=O)NCCCNC(=O)c1ccc(C)nc1	-2.1
COc1ccc(S(=O)(=O)N2CCC3(CC2)CC(=O)c2ccccc2O3)cc1	-0.3
Cc1ccc(C)c(OCC(=O)Nc2cccc(S(=O)(=O)NC3=NCCCCC3)c2)c1	3.7
COc1cc(CN(C)Cc2cc(=O)oc3cc(C)c(Cl)cc23)ccc1OC(F)F	-0.4
Cc1ccc(Cn2cc(CN3CC(N4CCN(C5CCN(C)CC5)CC4)CS3(=O)=O)nn2)cc1 (stereo not given)	2.6

(listing goes on)
compound	TbREL1 inh
Cc1ccc(NC(=O)c2ccccc2NS(=O)(=O)c2ccc(Cl)s2)cc1	2.3
COC(=O)Cc1ccc(NC(=S)NCCO)cc1	-4.5
COc1cccc(CNc2nc3cc(-c4ccccc4C)sc3c(=O)n2C)c1OC	0.2
CC(=O)c1ccc(NC(=O)c2ccc3c(Cl)c4c(nc3c2)CCCC4)cc1	-1.1
CN(C(=O)C1CCOC1)c1nnc(-c2cccnc2)s1 (stereo not given)	2.7
CCOC(=O)C1CCCCN1C(=O)/C(=C/c1ccc(OC)cc1)c1ccc(OC)c(OC)c1 (stereo not given)	-2.7
Cc1ccccc1CSc1nnc(C)c(=O)[nH]1	6.7
O=C1CCC(C(=O)NCc2cccnc2)N1 (stereo not given)	-0.6
O=C1CN(C(=O)c2cc3ccccc3o2)c2ccccc2N1	5.8
N#Cc1cnn(-c2ccccc2)c1N	2.0
CC1CC(C)CN(S(=O)(=O)c2ccc3c(c2)oc(=O)n3CC(=O)NCc2cccnc2)C1 (stereo not given)	-1.5
O=C(C1CCN(S(=O)(=O)c2cccc3cccnc23)CC1)N1CCN(c2ccc(Cl)cc2)CC1	-4.7
O=C1CCc2cc(S(=O)(=O)NC(Cc3ccccc3)C(=O)NCC3CCCO3)ccc2N1 (stereo not given)	-1.7
Cc1ccccc1C(=O)Nc1cccc(N)c1	1.1
O=C(N/C(=C/c1cccs1)C(=O)N1CCCCCC1)c1ccccc1	0.6
COc1ccccc1N1CCN(C(=O)CSc2ncccc2-c2nc3ccccc3[nH]2)CC1	-0.1
CC(NC(=O)c1cccc(C(F)(F)F)c1)C1CCCO1 (stereo not given)	2.1
O=C(COc1ccc([N+](=O)[O-])cc1)N1CCN(c2nnc(-c3ccccc3)c3ccccc23)CC1	-1.2
O=C(Cc1ccc(Br)cc1)N1CCN(c2ccc(F)cc2)CC1	-0.6
Brc1ccccc1-c1cnco1	0.9
C[C@H]1[C@H](NC(=O)c2cccc(N(C)C)c2)CC[C@@]23CCCN2C(=O)CCC[C@@H]13	-6.1
CN(C(=O)COC(=O)c1cc2c(s1)CCCCC2)C1CCS(=O)(=O)C1 (stereo not given)	0.0
COc1cc(N)c2ncccc2c1SC	-1.6
COCCCNCCCCOc1ccc(C)cc1[N+](=O)[O-]	2.5
O=C(O)c1[nH]c2ccccc2c1CC(=O)N1CCOCC1	2.0
O=C(COC(=O)c1ccc(OC(F)F)cc1)NCCCN1CCCC1=O	-0.8
COc1ccc(Br)c(Cn2c(C)c(C(=O)NCc3ccccc3C(F)(F)F)sc2=O)c1	5.9
CCN(C(=O)COC(=O)CCC(=O)c1cccs1)C1CCCCC1	0.9
CCCCc1ccc(Nc2ncnc3nc[nH]c23)cc1	5.2
O=C1CCC[C@H]2C[C@H](NCc3ccc(Cl)c(Cl)c3)CC[C@]23CCCN13	7.1

The results go on.
compound	TbREL1 inh
CCN(C[C@H]1N[C@@](CC)(C(=O)OC)[C@H]2C(=O)N(Cc3ccccc3)C(=O)[C@@H]12)C(=O)c1ccc(C(C)(C)C)cc1	5.0
O=C(O)c1cc2c(cc1NC(=O)c1c(F)cccc1F)OCCCO2	2.9
Cc1noc(C)c1C(=O)Nc1nc(-c2ccc([N+](=O)[O-])cc2)cs1	-3.1
ONC(=Nc1ccccc1)c1ccc(Cl)cc1	-0.7
Cc1cc(Nc2ccc(C)c(F)c2)n2ncnc2n1	-1.3
COC(=O)[C@]1(C)N[C@H](c2ccc(-c3cccc(Cl)c3)cc2)[C@@H]2C(=O)N(C)C(=O)[C@@H]21	4.1
O=C(NCCc1ccccc1)c1ccc(-c2ccccc2C(F)(F)F)o1	0.1
CN(CCCNC(=O)Cn1cc2c(n1)CCCC2)C1CCCCC1	0.4
O=C(CSc1nnc(Cc2ccccc2)n1-c1ccccc1)N1CCOCC1	2.3
CC(C)NC(=O)CN(C(=O)CCC(=O)Nc1nccs1)c1ccc2c(c1)OCO2	6.3
Cc1n[nH]c(C)c1-c1nc2ccccc2[nH]1	0.8
O=C(CSc1nc2ccccc2n1Cc1ccccc1Cl)N/N=C\c1c[nH]c2ccccc12	0.1
CC(C)(C)c1ccc(C(=O)Nc2cc(Cl)c(Cl)cc2C(=O)O)cc1	-1.7
CCOC(=O)C1=C(C)N(CCCC(=O)O)C(=O)NC1c1ccc(OC)cc1 (stereo not given)	8.2
CCCCCNC(=O)C(C1CC1)n1c(=O)c(-c2ccco2)nc2ccccc21 (stereo not given)	-1.1
O=C(Oc1cc(=O)oc2ccccc12)c1ccco1	2.5
Cc1ccc(C(=O)NNc2c3ccccc3nc3ccccc23)cc1	-1.7
CCOc1cc(/C=N/NC(=O)c2cccnc2)cc(Br)c1OCC(N)=O	-0.1
CS(=O)(=O)N1CCN(CC(=O)NC2CCCCC2)CC1	-0.2
Clc1ccc(-n2nnc(-c3cccnc3)n2)cc1Cl	3.3
CCOc1ccc(S(=O)(=O)N2CCCC(C(=O)NCc3cccnc3)C2)cc1Cl (stereo not given)	2.4
CCOC(=O)N1CCN(C(=O)C2CCN(S(=O)(=O)c3ccc(C)cc3)CC2)CC1	-4.0
COC(=O)C1CCN(Cc2c(C(=O)N3C[C@@H](C)O[C@@H](C)C3)nc3ccc(Cl)cn23)CC1	-0.5
O=C(CC(C(=O)O)C1CCCO1)NCc1ccccc1 (stereo not given)	-2.5
Cc1ccc(S(=O)(=O)N2CCCC2C(=O)N2CCN(c3ccccc3)CC2)cc1C (stereo not given)	-1.0
COc1ccc(-n2nc(C(=O)NCC(=O)Nc3cc(OC)ccc3OC)c3ccccc3c2=O)cc1	2.6
O=c1c(Cl)c(NCCCO)cnn1-c1nc2ccccc2[nH]1	5.5
Cc1ccc(C)c(S(=O)(=O)N2CCCC2CNC(=O)C(=O)NC2CCCC2)c1 (stereo not given)	1.8
CCCC(C)NC(=O)c1cc(Cl)ccc1OC (stereo not given)	-5.1
Cc1ccc(-c2cc(C(=O)NN=Cc3ccc(-c4ccccc4)cc3)[nH]n2)cc1	3.5

Ordered by heavy-atom count (descending): some entries from above
compound	TbREL1 inh
CCOc1ccc(S(=O)(=O)N2CCCC(C(=O)NCc3cccnc3)C2)cc1Cl (stereo not given)	2.4
Cc1ccc(C)c(S(=O)(=O)N2CCCC2CNC(=O)C(=O)NC2CCCC2)c1 (stereo not given)	1.8
Cc1cc(Nc2ccc(C)c(F)c2)n2ncnc2n1	-1.3

Looked up by structure from above:
compound	TbREL1 inh
CCCC(C)NC(=O)c1cc(Cl)ccc1OC (stereo not given)	-5.1
ONC(=Nc1ccccc1)c1ccc(Cl)cc1	-0.7
Cc1cc(Nc2ccc(C)c(F)c2)n2ncnc2n1	-1.3
COc1ccc(-n2nc(C(=O)NCC(=O)Nc3cc(OC)ccc3OC)c3ccccc3c2=O)cc1	2.6
CCOC(=O)C1=C(C)N(CCCC(=O)O)C(=O)NC1c1ccc(OC)cc1 (stereo not given)	8.2

(further entries)
compound	TbREL1 inh
CN(CC(=O)Nc1ccc(F)c(F)c1F)C(=O)c1ccc(-n2cncn2)cc1	-0.4
O=S(=O)(c1ccccc1F)N1CCN(CC(O)c2ccccc2)CC1 (stereo not given)	1.4
O=S(=O)(Nc1cccnc1Cl)c1ccc(F)cc1	1.2
CC1CCC(NC(=O)c2cc3ccccc3cc2O)CC1 (stereo not given)	6.2
COc1ccc(OC)c(NC(=O)CNC(=O)c2cccs2)c1	4.6
O=C(NCCc1c[nH]c2ccccc12)OCCCCOC(=O)NCCc1c[nH]c2ccccc12	-3.4

Screening results from PubChem.
